Sm TGR block – qHTS Assay for the Inhibitors of Schistosoma Mansoni Peroxiredoxins; Potency, µM (series often up to 114 µM), without a hit: at the highest dose activity change, negative = inhibition, usual class: inhibitors; purified TGR, DTNB reduction, TNB absorbance 405 nm; Schistosoma mansoni thioredoxin glutathione reductase (TGR), Q962Y6; actives 3% (n = 360,000); note: potency is the fitted concentration of half-maximal effect; nearly all actives have a fitted effect of over 60% in size
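Kinetic colorimetric format: TGR-catalysed, NADPH-driven DTNB reduction monitored via TNB absorbance. Enzyme dispensed at 20 nM; compound exposure 15 min at room temperature before reaction start.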
FBPA Giardia inh – qHTS Assay for Inhibitors of Fructose-1,6-bisphosphate Aldolase from Giardia Lamblia; A8B2U2; purified Giardia FBPA; actives 0.71% (n = 290,000); Potency, µM (top dose mostly 59.6 µM), inactives show top-dose activity, negative = inhibition, most hits filed as inhibitors; note: potency is the fitted concentration of half-maximal effect; nearly all actives have a fitted effect of over 55% in size
Target sequence (A8B2U2 whole entry, looked up): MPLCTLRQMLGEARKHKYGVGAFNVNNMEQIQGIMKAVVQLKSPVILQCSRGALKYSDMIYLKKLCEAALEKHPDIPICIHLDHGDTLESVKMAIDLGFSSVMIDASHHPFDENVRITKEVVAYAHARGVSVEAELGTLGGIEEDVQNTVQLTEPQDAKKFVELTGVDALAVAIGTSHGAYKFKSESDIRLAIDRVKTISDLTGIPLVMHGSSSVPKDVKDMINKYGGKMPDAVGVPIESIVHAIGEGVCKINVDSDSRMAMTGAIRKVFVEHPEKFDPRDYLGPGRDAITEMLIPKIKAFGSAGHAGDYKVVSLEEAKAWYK
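40 nM FBPA preincubated 10 min at RT with compound (up to 57.5 uM final), then substrate plus GAPDH/TPI/NAD/arsenate coupling and diaphorase/resazurin added. Fluorescence read after 20 min at RT, 525/598 nm.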
AmpC inh no detg – qHTS Inhibitors of AmpC Beta-Lactamase (assay without detergent); AID 485341, 2010; Potency, µM (doses to about 57.1 µM), for inactives: at the top dose activity change, negative = inhibition, usual class: inhibitors; P00811; actives 0.52% (n = 330,000); AmpC nitrocefin hydrolysis, absorbance 480 nm, 0.0001% Triton;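 note: potency is the fitted concentration of half-maximal effect; plate controls were no compound for no effect and no enzyme for full effect; nearly all actives have a fitted effect of over 20% in size; some results filed as inactive show a strong effect at the top dose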
Target sequence (P00811 whole entry, looked up): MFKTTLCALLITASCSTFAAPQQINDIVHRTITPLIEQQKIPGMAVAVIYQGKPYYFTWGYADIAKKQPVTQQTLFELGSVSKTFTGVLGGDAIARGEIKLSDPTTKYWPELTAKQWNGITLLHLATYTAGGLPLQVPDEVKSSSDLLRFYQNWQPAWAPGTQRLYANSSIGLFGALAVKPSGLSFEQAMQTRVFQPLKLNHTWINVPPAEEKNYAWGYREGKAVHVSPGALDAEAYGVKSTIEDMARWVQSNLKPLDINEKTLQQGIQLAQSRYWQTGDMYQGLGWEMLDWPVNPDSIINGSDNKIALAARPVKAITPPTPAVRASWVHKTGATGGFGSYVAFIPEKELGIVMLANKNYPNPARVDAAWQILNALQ
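20 mM phosphate pH 7.0 + 0.01% (detergent screen) or 0.0001% Triton X-100; 5.3 nM AmpC reagent; cpd preinc 15 min RT; nitrocefin (800 uM stock) to start; A480 q20 s × 4 min; Activity was normalised to no-enzyme and no-compound control wells.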
HCMV antiviral – qHTS Assay for inhibitors of the human cytomegalovirus (HCMV) | HFF cells, HCMV-luciferase reporter, 72 h; hits give low values | activity change, negative = inhibition, % at 57.5 µM | actives 4.5% (n = 410,000) | AID 1259415, 2018; in the data active = activity change below about -60%; inconclusive = no clear call, values can overlap the other calls; inactive = above about -39%
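Two compound doses tested in HFFs infected with HCMV-luciferase, MOI 1 PFU/cell, 72 h at 37C. Lysate luminescence read with OneGlo; data normalized against buffer-only and 10uM Salinomycin inhibitor controls.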
AmpC inh detg – qHTS Inhibitors of AmpC Beta-Lactamase (assay with detergent). AmpC hydrolysis of nitrocefin, absorbance 480 nm, 0.01% Triton. Potency, µM (titrated, usually from 114 µM), inactives show at the highest dose activity change, negative = inhibition, most hits filed as inhibitors. actives 0.041% (n = 370,000);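 note: potency is the fitted concentration of half-maximal effect; 0% = no-compound wells and -100% = no-enzyme wells; nearly all actives have a fitted effect of over 25% in size; some results filed as inactive show a strong effect at the top dose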
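20 mM phosphate pH 7.0 + 0.01% (detergent screen) or 0.0001% Triton X-100; 5.3 nM AmpC reagent; cpd preinc 15 min RT; nitrocefin (800 uM stock) to start; A480 q20 s × 4 min; Activity was normalised to no-enzyme and no-compound control wells.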
HCV inh – qHTS Assay for Inhibitors of Hepatitis C Virus (HCV); Huh7.5.1 HCVcc-Cre infection, luciferase reporter, 44 h; Potency, µM (titrated, usually from 41.8 µM), without a hit: at the top dose activity change, negative = inhibition, hits mostly inhibitors; actives 3.4% (n = 340,000); note: potency is the fitted concentration of half-maximal effect
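Infectious HCV cell culture screen: compound-treated cells (1,000/well, pre-plated 4 h) are infected with HCVcc-Cre at roughly 0.5 moi and grown 44 h. Infection is quantified by luciferase signal after 15 min substrate incubation at room temperature.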
* hit, by the source's call; ? = inconclusive; . = no result given; & = joins results of further samples; [ ] = dose if it differs, or a comment. Unless noted, calls come from the whole dose curve; as a rule, active = well fitted curve in the direction sought with a large enough effect; inconclusive = small, poorly fitted or top-dose-only effect, or another doubt; inactive = no such curve, though single readings can be large; an effect the other way counts as inactive or inconclusive. Unless noted, % is set by controls: 0 for no effect and ±100 for the full control effect.

item | canonical_smiles | Sm TGR block | FBPA Giardia inh | AmpC inh no detg
1 | Cc1ccc(Cl)cc1NC(=O)c1cc2ccccc2cc1O | 4% | -19% | 18%
2 | O=C(CNC(=O)C1CCCCC1)OCn1nnc2ccccc2c1=O | -1% | -1% | -16%
3 | COCCCn1c(SCC(=O)NC2CCCC2)nnc1-c1ccccc1 | 1% | -7% | -12%
4 | CC1CCCC(C)N1C(=O)COc1ccc(-c2nnco2)cc1 (stereo unspecified) | 3% | 17% | -10%
5 | COc1ccc(CCNC(=O)c2sc3ccccc3c2Cl)cc1OC | -6% | 2% | 24%
6 | Cc1oc(-c2ccccc2F)nc1CSc1nnc(C)n2c1cc1occc12 | 1% | . | .
7 | O=C(NC(=S)N1CCCCCC1)C1CC1 | -13% | -3% | -46%
8 | CC(C)(C)C(=O)Nc1cccc(-c2cn3cccnc3n2)c1 | 53%[activator] | . | .
9 | CCOC(=O)NC(=O)CN1C(=O)NC(C)(c2ccccc2)C1=O (stereo unspecified) | 0% | 13% | -11%
10 | N#Cc1cc([N+](=O)[O-])ccc1N1CCCC1 | -9% | 1% | -21%

item | HCMV antiviral | AmpC inh detg | HCV inh
1 | -100* | 4% | ?
2 | 1 | ? | 2%
3 | -35 | -14% | 4%
4 | -7 | ? | 0%
5 | -34 | 7% | ?
6 | 13 | -1% | .
7 | -29 | -4% | 18%
8 | 26 | 1% | .
9 | -6 | -4% | 22%
10 | -29 | ? | -8%

The results go on:
item | canonical_smiles | Sm TGR block | FBPA Giardia inh | AmpC inh no detg
11 | COC(=O)c1ccc(-c2c(-c3ccccc3)ncc3cc(F)ccc23)cc1 | -23% | . | -19%
12 | COc1ccc(Cl)cc1NC(=O)C1CC(=O)N(c2ccc(F)cc2)C1 (stereo unspecified) | -1% | 1% | 28%
13 | CCCS(=O)(=O)c1nc(S(=O)(=O)c2ccc(C)cc2)c(NCCCOC(C)C)s1 | -11% | . | .
14 | Cc1ccc2oc(-c3cccc(NC(=O)c4cccc5c(Cl)cccc45)c3)nc2c1 | -2% | . | .
15 | Cc1cc(C)c(Cn2c(=O)n(CCC(=O)NCCc3ccccc3)c(=O)c3ccccc32)c(C)c1 | -2% | . | .
16 | O=C1c2ccccc2C(Nc2ccc(S(=O)(=O)N3CCCCC3)cc2)N1Cc1ccco1 (stereo unspecified) | ? | 3% | -2%
17 | CN1c2cc(Cl)ccc2-c2nc(SCC(=O)Nc3ccc(F)cc3F)ncc2S1(=O)=O | 8% | . | .
18 | Cc1ccc(NS(=O)(=O)c2ccc3[nH]c(=O)oc3c2)c(C)c1 | -3%&2% | . | -33%
19 | O=C1c2ccccc2NC2(CCCCC2)N1c1ccc(O)cc1 | -8% | 4% | -17%
20 | Cc1cc(C)cc(NC(=O)Cn2cc(C(=O)c3ccccc3)c(=O)c3ccc(C)nc32)c1 | 11% | . | .

item | HCMV antiviral | AmpC inh detg | HCV inh
11 | 12 | -4% | 8%
12 | -32 | ? | ?
13 | 16 | -1% | .
14 | 49 | 1% | .
15 | 9 | 8% | .
16 | -30 | ? | -6%
17 | -63* | -1% | .
18 | ? | -3%&7% | 21%
19 | 73 | ? | -9%
20 | -2 | 6% | .

2 entries from above, with tabs:
#	structure	Sm TGR block	FBPA Giardia inh	AmpC inh no detg	HCMV antiviral	AmpC inh detg	HCV inh
11	COC(=O)c1ccc(-c2c(-c3ccccc3)ncc3cc(F)ccc23)cc1	-23%	.	-19%	12	-4%	8%
12	COc1ccc(Cl)cc1NC(=O)C1CC(=O)N(c2ccc(F)cc2)C1 (stereo unspecified)	-1%	1%	28%	-32	?	?

Carrying on:
item | canonical_smiles | Sm TGR block | FBPA Giardia inh | AmpC inh no detg
21 | O=C1C2C(c3cccc(/C=C/c4ccccc4)c3)CC=CC2C(c2ccc(C(F)(F)F)cc2)N1Cc1ccccc1 (stereo unspecified) | -25% | 1%&1% | -31%
22 | COc1cccc(NC(=O)N2CCCC(C(=O)NC3CCCCC3C)C2)c1 (stereo unspecified) | 6% | 8% | -1%
23 | O=C(/C=C/c1ccco1)N/C(=C\c1ccco1)C(=O)NCCc1nc2ccccc2[nH]1 | 16µM* | -21% | -21%
24 | COc1ccc(CNC(=O)CCC2N=C3c4ccccc4N=C(SCc4cccc(F)c4)N3C2=O)cc1 (stereo unspecified) | 3% | . | .
25 | Cc1ccc(OCc2cc(C(=O)N(C)CCc3ccccn3)no2)cc1C | 3% | 0% | 138%[activator]
26 | CNS(=O)(=O)Cc1ccc2[nH]cc(CCN(C)C)c2c1 | -24% | 16%&-2% | -8%
27 | COc1ccc(CCNC(=O)C(=O)N2CCCC2)cc1OC | . | 3% | -10%
28 | O=C(N/N=C/c1cccc([N+](=O)[O-])c1)C1COc2ccccc2O1 (stereo unspecified) | 8% | -5% | -29%
29 | CC(=O)OC[C@H]1O[C@H](CCO/N=C(\C)CCN2CCCc3nc(C)c(C)cc32)C=C[C@@H]1OC(C)=O | -27% | -24% | 271%[activator]
30 | Cc1cccc(-c2noc(-c3cccnc3NCc3ccccc3Cl)n2)c1 | -8% | . | .

item | HCMV antiviral | AmpC inh detg | HCV inh
21 | ? | -5% | -1%
22 | -37 | 2% | -1%
23 | ? | 4% | 15%
24 | 65 | 5% | .
25 | -4 | 5% | -6%
26 | 90&0 | ? | 0%&-13%
27 | -18 | -8% | 6%
28 | -39 | 0% | -55%
29 | . | -10% | -9%[8.37 µM]
30 | 25 | -1% | .

Following part:
item | canonical_smiles | Sm TGR block | FBPA Giardia inh | AmpC inh no detg
31 | CC(C)(C)NC(=O)N1CCn2cccc2C1c1ccccc1F (stereo unspecified) | -18% | -5% | 4%
32 | COC(=O)[C@@]12CCCN1[C@H](c1ccc(-c3ccccc3)c(OC)c1)[C@H]1C(=O)N(C)C(=O)[C@H]12 | . | . | 180%[activator]
33 | CC(C)c1ccc(OCC(=O)N2CCN(c3ccccn3)CC2)c(Br)c1 | ? | 6% | 84%[activator]
34 | COc1ccc(NC(=O)C(=O)NCC(c2ccco2)N2CCc3ccccc32)cc1 (stereo unspecified) | -2% | . | -13%
35 | Nc1nnc(SCC(=O)NC23CC4CC(CC(C4)C2)C3)s1 | 14% | 0% | -15%
36 | CCCn1c(-c2ccccc2)cc(SC)c(C#N)c1=O | -3% | 6% | -22%
37 | CN1CCN(C(=O)c2ccccc2NC(=O)CCN2C(=O)c3ccccc3C2=O)CC1 | 0% | 2% | -20%
38 | CCc1ccc(NC(=O)C2CCN(S(=O)(=O)c3ccc4c(c3)CC(C)N4C(C)=O)CC2)cc1 (stereo unspecified) | 6% | -8% | 78%[activator]
39 | O=S(=O)(NCC1CCCO1)c1cccc(S(=O)(=O)N2CCCC2)c1 (stereo unspecified) | 2% | 3% | 9%
40 | CCc1nc2ccc(C(=O)NCCc3ccc(SC)cc3)cc2nc1CC | 6% | . | .

item | HCMV antiviral | AmpC inh detg | HCV inh
31 | ? | 5% | 0%
32 | 17 | . | 1%
33 | 5 | -1% | .
34 | . | -9% | ?
35 | 8 | ? | 10%
36 | -17 | 7% | ?
37 | 8 | -18% | 9%
38 | -93* | 6% | 2.8µM*
39 | 18 | -8% | 0%
40 | 71 | -1% | .

(list continues)
item | canonical_smiles | Sm TGR block | FBPA Giardia inh | AmpC inh no detg
41 | CCCNC(=O)c1cccc(Cn2cc(Br)c([N+](=O)[O-])n2)c1 | ? | -2% | -17%
42 | O=C(COc1ccc(Cl)cc1)Nc1ccccc1C(=O)OCc1cc(=O)n2ccsc2n1 | -4% | . | .
43 | CN1CCN(c2nc(-c3cccc([N+](=O)[O-])c3)nc3ccccc23)CC1 | 0% | 1% | 8%
44 | Cc1cc(C)n(S(=O)(=O)c2ccc(F)cc2)n1 | -2% | -9% | 153%[activator]
45 | CC1CCC(NC(=O)COc2ccccc2C(N)=O)CC1 (stereo unspecified) | 7% | 2% | -9%
46 | O=C(NCCOCc1ccc(Cl)cc1)c1ncn[nH]1 | 2% | -18% | -6%
47 | Cc1ccc(/C=N/NC(=O)c2ccc(-n3cnnn3)cc2)cc1 | -3% | . | -11%
48 | CCOc1ccc(C(=O)NC(=S)Nc2ccc(NC(=O)c3ccco3)c(C)c2)cc1[N+](=O)[O-] | -5% | 0% | -18%
49 | NC(=O)c1c(-c2ccc(Cl)cc2Cl)csc1NC(=O)Cc1ccccc1 | -5% | 0% | -35%
50 | CCOc1ccc(-c2cccc(NC(=O)c3ccc(Br)o3)c2)nn1 | -11% | . | -52%

item | HCMV antiviral | AmpC inh detg | HCV inh
41 | -20 | -8% | 19%
42 | 89 | 19% | .
43 | -13 | -1% | ?
44 | -9 | ? | 17%
45 | -7 | -1% | 6%
46 | 2 | ? | 29%
47 | 0 | -11% | ?
48 | -14 | 8% | ?
49 | -65* | ? | ?
50 | 5 | -18% | ?

(further entries)
item | canonical_smiles | Sm TGR block | FBPA Giardia inh | AmpC inh no detg
51 | COc1ccc(NC(=S)N2CCC(NC(=O)c3ccc(F)cc3)CC2)cc1 | -15% | 3% | -19%
52 | COc1ccc(-n2ncc3c(NCc4ccco4)ncnc32)cc1 | 50µM* | -15% | -9%
53 | Cc1c(C(=O)O)cnc2cc(-c3ccc(Cl)cc3)nn12 | 3% | 7% | ?
54 | O=C(O)C1C2CCC(C2)C1C(=O)NCCc1cccc(Cl)c1 (stereo unspecified) | -5% | 6% | -10%
55 | COc1cc(CCCN2C(=S)NC[C@@H]2Cc2ccccc2)cc(OC)c1OC | 3% | 1% | 27%
56 | O=C(Nc1nnc(CCc2ccccc2)s1)c1cccc(F)c1 | -22% | -4% | -18%
57 | CS(=O)(=O)Nc1ccccc1C(=O)NCc1ccco1 | ? | 0% | -15%
58 | CC1CCN(CCC(=O)N2CCCc3c2c(=O)oc2ccc(O)cc32)CC1 | -34% | -13% | -17%

item | HCMV antiviral | AmpC inh detg | HCV inh
51 | 13 | 1% | -8%
52 | 49 | -5% | -22%
53 | 72 | ? | 15%
54 | 8 | 2% | 19%
55 | 12 | 8% | ?
56 | 51 | 1% | 9%
57 | -15 | -15% | 19%
58 | -32 | -13% | -20%

A second format for some results above:
Values in the order – Sm TGR block | FBPA Giardia inh | AmpC inh no detg | HCMV antiviral | AmpC inh detg | HCV inh
33. CC(C)c1ccc(OCC(=O)N2CCN(c3ccccn3)CC2)c(Br)c1
  ? | 6% | 84%[activator] | 5 | -1% | .
34. COc1ccc(NC(=O)C(=O)NCC(c2ccco2)N2CCc3ccccc32)cc1 (stereo unspecified)
  -2% | . | -13% | . | -9% | ?
35. Nc1nnc(SCC(=O)NC23CC4CC(CC(C4)C2)C3)s1
  14% | 0% | -15% | 8 | ? | 10%
36. CCCn1c(-c2ccccc2)cc(SC)c(C#N)c1=O
  -3% | 6% | -22% | -17 | 7% | ?
37. CN1CCN(C(=O)c2ccccc2NC(=O)CCN2C(=O)c3ccccc3C2=O)CC1
  0% | 2% | -20% | 8 | -18% | 9%

High-throughput results deposited in PubChem BioAssay by National Center for Advancing Translational Sciences (NCATS).
